Bioassay records as filed in PubChem BioAssay.
IkB signaling – IkB pathway inhibition in ABC-DLBCL cells. ABC-DLBCL IkBa-CBG/CBR dual luciferase ratio, 4 h; response scale: scaled: untreated 0%, proteasome inhibitor 100%. Potency, µM (series often up to 57.1 µM), for inactives: at the top dose IkBa stabilization activation. 0.04% of 110,000 active; active means well fitted curve in the direction sought with a large enough effect in the signal ratio, not every such curve was filed as active; inconclusive means small, poorly fitted or top-dose-only effect, or a change in a side signal; the % refers to the signal ratio;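 further: the direction sought is a rising ratio; 0% = basal untreated cells and 100% = reference inhibitor full response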
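In this assay, an IκBα–CBG68 fusion accumulates when IKK-driven degradation is blocked; native CBR normalizes for cell number. OCI-Ly3 cells were treated 4 h with compound and doxycycline, then green and red light read after Chroma-Glo addition.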
p53ts 39C kill – kills p53ts cells at the nonpermissive temperature; H1299-p53A138V viability at 39C, ATP luminescence, 24 h; Potency, µM (highest dose often 46.1 µM), without a hit: at the top dose activity change, negative = cell killing, hits mostly cytotoxic; 1.5% of 130,000 active; AID 902; further: nearly all actives have a fitted effect of over 55% in size
p53ts 32C tox – kills p53ts cells at the permissive temperature | H1299-p53A138V at 32C, ATP luminescence viability, 24 h | Potency, µM (series often up to 46.1 µM), without a hit: at the top dose activity change, negative = cytotoxicity, actives largely listed as cytotoxic | 0.93% of 130,000 active | AID 924;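 further: 0% = DMSO and -100% = full killing by reference compound; nearly all actives have a fitted effect of over 55% in size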
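ATP-content luminescence (ATPlite) read-out after 24 h compound exposure at 32C in H1299-p53A138V cells (600/well). Tested up to 46 uM. Normalized to DMSO (0%) and 100 uM tamoxifen (100% killing); Hill-fit AC50.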
Peg3 imprint – inducers of genomic imprint erasure in mouse ES cells | Potency, µM (titrated, usually from 60.7 µM), for inactives: at the highest dose activity change, positive = activation, usual class: activators | 0.02% of 110,000 active | mouse ES Peg3-LacZ reporter, beta-gal luminescence, 40 h;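 further: 0% = negative control wells on the plate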
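Gelatin-coated wells received 300 freshly trypsinized female ES cells with a Peg3LacZ-Neo reporter on the maternal allele, then incubated 40 hours at 37C. BetaGlo was added for 5 minutes at room temperature before a single luminescence read.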
* = called active by the depositor; ? = inconclusive; · = no result given; [ ] = another dose, or the depositor's remark. Unless noted, the call rests on the fitted dose curve; in most records, active means well fitted curve in the direction sought with a large enough effect; inconclusive means small, poorly fitted or top-dose-only effect, or another doubt; inactive means no such curve, though single readings can be large; an effect the other way counts as inactive or inconclusive. Unless noted, on the % scale 0 is the no-effect control and ±100 the full control effect; potency means the concentration at half of the fitted maximal effect.

Below each compound – Peg3 imprint, IkB signaling, p53ts 32C tox, p53ts 39C kill
[1] O=C1CCCN1c1ccc(S(=O)(=O)N2CCN(c3ccccn3)CC2)cc1
 : -7%, 1.0%, -1%, 7%
[2] COc1ccc(N(CC(=O)Nc2cccc(OC)c2)S(=O)(=O)c2c(C)nn(C)c2C)cc1
 : -5%, 2.4%, 2%, 2%
[3] COC(=O)CCC(NC(=O)OCc1ccccc1)C(=O)NC(CC(C)C)C(=O)OC (stereo unspecified)
 : -12%, 3.9%, -13%, -9%
[4] C=Cc1ccc(Cn2c(C)c(CNCc3ccccc3C)c(C(=O)O)c2C)cc1
 : 15%[10.9 µM], ?, 1%, 6%
[5] CC[N+](CC)(CCO)CCCN1C(=O)C2CC=C(Cl)CC2C1=O (stereo unspecified)
 : 4%, 1.4%, -12%, 4%
[6] Cc1ccc(NC(=O)Cn2cc(S(=O)(=O)N3CCCC3)c(S(=O)(=O)N3CCCC3)c2)c(C)c1
 : ?, ?, 7%, -11%
[7] Cc1cccc(NC(=O)c2cc(-c3ccco3)nc3ccccc23)n1
 : -11%, 0.2%, 3%, -3%
[8] O=C(O)C1CCCCC1C(=O)Nc1ccccc1Nc1ccccc1 (stereo unspecified)
 : -14%, ?, 4%, 13%
[9] O=C(O)C1Sc2[nH]c(=O)sc2C2c3cc(Cl)ccc3OC(=O)C12 (stereo unspecified)
 : -3%, 3.9%, -2%, 3%
[10] Cn1ncc2c(Nc3ccc4ccccc4c3)ncnc21
 : -26%, -1.2%, 19%, -7%
[11] CCc1ccc(CNC(=O)Cn2nc(-c3ccc(C)cc3)ccc2=O)cc1
 : -4%[10.9 µM], 0.1%, -8%, 51%[activator]
[12] O=C(Cc1cccs1)NCc1ccc2c(c1)OCO2
 : -30%[inhibitor], -5.5%, -7%, -9%
[13] C=CCN(C(=O)CCC(=O)Nc1cc(C)on1)C(C(=O)NC(C)(C)C)c1cccc(OC)c1OC (stereo unspecified)
 : -5%, -0.1%, 9%, -7%
[14] COCCOC(=O)C1=C(C)NC2=C(C(=O)CC(C)(C)C2)C1c1ccc(N(C)C)cc1 (stereo unspecified)
 : -4%, -1.1%, 4%, 15%
[15] COc1cccc(C(=O)n2nc(-c3cccnc3)nc2NCc2ccc(F)cc2)c1
 : -12%[10.9 µM], ?, 10%, 9%
[16] O=C(CCSc1nc2ccccc2o1)N1CCOCC1
 : -11%, ?, 10%, 8%
[17] CCCSc1ncc(Cl)c(C(=O)N(Cc2ccc(N(C)C)cc2)C2CCS(=O)(=O)C2)n1 (stereo unspecified)
 : -6%[10.9 µM], -2.6%, 0%, -11%
[18] O=C(Nc1cccc(Cl)c1)N(CCN1CCOCC1)Cc1cccc(Cl)c1
 : -16%, -3.0%, -3%, 2%
[19] Cc1ccc(S(=O)(=O)Nc2cc(C(=O)NCCN(C)C)ccc2N2CCCCC2)cc1
 : -23%, 1.1%, -6%, -19%
[20] Cc1ccc(-c2noc(CCC(=O)Nc3ccc(C)cn3)n2)cc1
 : -13%, -1.1%, -9%, -2%

5 entries from above, screen by screen.
17	CCCSc1ncc(Cl)c(C(=O)N(Cc2ccc(N(C)C)cc2)C2CCS(=O)(=O)C2)n1 (stereo unspecified)
20	Cc1ccc(-c2noc(CCC(=O)Nc3ccc(C)cn3)n2)cc1
11	CCc1ccc(CNC(=O)Cn2nc(-c3ccc(C)cc3)ccc2=O)cc1
15	COc1cccc(C(=O)n2nc(-c3cccnc3)nc2NCc2ccc(F)cc2)c1
12	O=C(Cc1cccs1)NCc1ccc2c(c1)OCO2

screen / no. | 17 | 20 | 11 | 15 | 12
Peg3 imprint | -6%[10.9 µM] | -13% | -4%[10.9 µM] | -12%[10.9 µM] | -30%[inhibitor]
IkB signaling | -2.6% | -1.1% | 0.1% | ? | -5.5%
p53ts 32C tox | 0% | -9% | -8% | 10% | -7%
p53ts 39C kill | -11% | -2% | 51%[activator] | 9% | -9%

Next section.
Below each compound – Peg3 imprint, IkB signaling, p53ts 32C tox, p53ts 39C kill
[21] COc1ccccc1/C=C/C1(C(=O)NC2CCCC2)CC(=O)N1c1ccc(C)cc1 (stereo unspecified)
 : ·, ·, -11%, -1%
[22] CC1CCN(C(=O)CSCC(=O)Nc2nc(-c3cccs3)cs2)CC1
 : ·, ·, -3%, -12%
[23] CCOC(=O)c1cc2c(=O)n3ccccc3nc2n(C(C)C)c1=NC(=O)c1ccncc1
 : -3%, -0.8%, -4%, -18%
[24] Cc1nn(CCC(=O)NNC(=S)Nc2ccc(Cl)cc2)c(C)c1[N+](=O)[O-]
 : ·, ·, -7%, 14%
[25] CC(=O)Nc1cccc(NC(=O)C2CCCN2C(=O)Nc2ccc(Cl)cc2)c1 (stereo unspecified)
 : 7%, -0.5%, -5%, -3%
[26] Nc1nonc1-c1nc2ccccc2n1CC(=O)N1CCCCC1
 : ·, 4.6%, -5%, 9%
[27] COc1ccccc1CNc1nccn(-c2ccccc2)c1=O
 : -10%[10.9 µM], ?, 4%, -2%
[28] Cc1ccccc1CN1CCN(S(=O)(=O)c2ccc(F)cc2)CC1
 : -10%, ?, 5%, 7%
[29] COc1ccc(CCNC(=O)C(C)OC(=O)c2ccco2)cc1OC (stereo unspecified)
 : -4%, -0.5%, 3%, 11%
[30] COc1ccc(OC)c(CNC(=O)c2nn(C)c3c2CSc2ccccc2-3)c1
 : ?, -0.9%, 7%, 11%

Compounds shown so far with fluorine, in the order listed:
Below each compound – Peg3 imprint, IkB signaling, p53ts 32C tox, p53ts 39C kill
[15] COc1cccc(C(=O)n2nc(-c3cccnc3)nc2NCc2ccc(F)cc2)c1
 : -12%[10.9 µM], ?, 10%, 9%
[28] Cc1ccccc1CN1CCN(S(=O)(=O)c2ccc(F)cc2)CC1
 : -10%, ?, 5%, 7%

(continued)
Below each compound – Peg3 imprint, IkB signaling, p53ts 32C tox, p53ts 39C kill
[31] CCc1ccc(S(=O)(=O)NCc2cn3ccsc3n2)s1
 : -7%, -1.4%, 5%, 13%
[32] Cc1ccc(C)c(CNC(=O)c2ccc3c(c2)nc2n3CCCCC2)c1
 : -10%[10.9 µM], ?, ?, ?
[33] CCCCNC(=O)c1cn(C)c2ccc(S(=O)(=O)N3CCOCC3)cc2c1=O
 : 3%, -0.7%, 10%, -1%
[34] COc1ccc(CNc2nc3c(S(=O)(=O)c4ccccc4)nnn3c3ccc(Cl)cc23)cc1
 : -13%[10.9 µM], -0.7%, 0%, 7%
[35] O=C1CC(C(F)(F)C(F)(F)C(F)(F)C(F)F)=Nc2ccccc2N1
 : -14%, -1.7%, 0%, 17%
[36] CCC(=O)Nc1cccc(C(=O)c2ccccc2)c1
 : -21%, 0.9%, -3%, -3%
[37] CCCN(CCC)CCNC(=O)C1CCN(Cc2nc(-c3ccc(Cl)cc3)oc2C)CC1
 : -9%, -0.2%, -7%, 3%
[38] C/C(=N\NC(=O)CNc1cccc(C(F)(F)F)c1)c1cccc(Br)c1
 : ·, ·, ?, 13%
[39] COCC(=O)NC(C)c1nc2ccccc2[nH]1 (stereo unspecified)
 : -1%, 0.9%, -2%, -7%
[40] CCOc1ccc(CCNC(=O)Cn2ncn3c(cc4sc(C)cc43)c2=O)cc1OCC
 : -9%[10.9 µM], -0.8%, 5%, -6%
[41] CC(=O)N1CCc2cc(CNS(=O)(=O)c3ccc(C(C)(C)C)cc3)ccc21
 : -11%[10.9 µM], -1.1%, -3%, -1%
[42] Cc1ccccc1C(=O)Nc1ccccc1OCc1cc(=O)n2ccccc2n1
 : 10%[10.9 µM], ?, 3%, -21%
[43] CNS(=O)(=O)Cc1ccc2[nH]cc(CCN(C)C)c2c1
 : -5%, ·, -3%, 0%
[44] Cc1cccc(Cn2c(CN3CCC(C(=O)NC(C)C)CC3)cc3ccccc32)c1
 : -18%[10.9 µM], ?, -3%, -19%
[45] CN1CCN(C(=O)c2cc3nc(-c4ccccc4)cc(C(F)(F)F)n3n2)CC1
 : -25%, -0.6%, -7%, 15%
[46] O=C(NCCCN1CCN(c2ccccc2)CC1)c1ccc2nc(Cc3ccccc3)oc2c1
 : -18%[10.9 µM], ?, -8%, -11%
[47] CCOC(=O)c1c(N)n(CCOC(=O)c2cccs2)c2nc3ccccc3nc12
 : -16%, ?, 2%, -7%
[48] COc1cc(OC)cc(C(=O)N2CCCc3ccccc32)c1
 : ·, ·, 1%, 0%
[49] COc1ccc(CNS(=O)(=O)c2cc3c(cc2Cl)N(C(C)=O)CCO3)cc1
 : -7%[10.9 µM], ?, -3%, ?
[50] Cc1ccccc1N(CC(=O)NC1CCCC1)C(=O)C1(C)CC(=O)N=C2C=CC=CN21 (stereo unspecified)
 : ·, ·, 6%, -2%
[51] Cc1cc(C(=O)Nc2ccc(S(=O)(=O)N3CCCC3)cc2)cs1
 : -23%, -2.0%, 6%, -2%
[52] CCOc1cc(C2c3c(-c4ccc(Br)cc4)n[nH]c3C(=O)N2c2ccc(Cl)cc2)ccc1O (stereo unspecified)
 : -9%[10.9 µM], ?, 15%, ?
[53] CCCSCCCNC(=O)CN1C(=O)COc2ccc(S(=O)(=O)N3CCCC3)cc21
 : -10%[10.9 µM], 0.4%, -1%, 10%
[54] O=C(NCc1ccccc1Cl)c1ccc(NC(=O)N2CCSc3ncccc32)cc1
 : -8%[10.9 µM], 0.8%, 9%, 0%
[55] Cc1cc(OCC(=O)Nc2ncn[nH]2)c(C)c(C)c1Br
 : -3%[10.9 µM], -0.5%, 5%, 34%[activator]
[56] CCCCNC(=O)c1cc(-c2ccc(F)cc2)on1
 : -32%[inhibitor], ?, ?, -20%
[57] CCC(C)NC(=O)c1cnc2n(c1=O)CCS2 (stereo unspecified)
 : -17%, ?, 7%, 11%
[58] Cc1cccc(C(=O)NC(=O)Nc2ccc(-n3nc(C(F)(F)F)cc3C(F)(F)F)cc2)c1
 : 10%[10.9 µM], 0.5%, -4%, 17%
[59] Cc1c(C(=O)Nc2ccccc2Br)oc2ccc(S(=O)(=O)N3CCCCC3)cc12
 : -17%[10.9 µM], 0.1%, -3%, -20%
[60] COc1ccc(-c2nc3cnc(N4CCNCC4)nc3n(-c3ccccc3)c2=O)cc1
 : ·, -2.7%[11.4 µM], -13%, -24%

Full records, looked up by structure. Screens in order: Peg3 imprint	IkB signaling	p53ts 32C tox	p53ts 39C kill
`Cc1c(C(=O)Nc2ccccc2Br)oc2ccc(S(=O)(=O)N3CCCCC3)cc12` is entered as -17%[10.9 µM]	0.1%	-3%	-20%
`CCC(C)NC(=O)c1cnc2n(c1=O)CCS2` (stereo unspecified) is entered as -17%	?	7%	11%
`Cc1cc(OCC(=O)Nc2ncn[nH]2)c(C)c(C)c1Br` is entered as -3%[10.9 µM]	-0.5%	5%	34%[activator]
`O=C(NCc1ccccc1Cl)c1ccc(NC(=O)N2CCSc3ncccc32)cc1` is entered as -8%[10.9 µM]	0.8%	9%	0%
`Cc1cc(C(=O)Nc2ccc(S(=O)(=O)N3CCCC3)cc2)cs1` is entered as -23%	-2.0%	6%	-2%

Next part
Below each compound – Peg3 imprint, IkB signaling, p53ts 32C tox, p53ts 39C kill
[61] Cc1nc2cnc(Oc3cccc(Cl)c3)nc2n(CCc2ccccc2)c1=O
 : ·, -0.6%[11.4 µM], 4%, 0%
[62] Clc1c(-c2nnc3n2CCCCC3)sc2ccccc12
 : -15%, 0.0%, 5%, -24%
[63] O=C(NCCc1ccccc1)C(=O)NCC(c1cccnc1)N1CCN(c2ccc(F)cc2)CC1 (stereo unspecified)
 : -19%[10.9 µM], -2.5%, ?, 20µM*
[64] Cc1ccc(-c2noc(-c3ccc(NCc4cccnc4)c([N+](=O)[O-])c3)n2)cc1
 : -14%[10.9 µM], ?, -4%, -20%
[65] Cc1ccc2nc(CSc3nnc(NC(=O)COc4ccccc4F)s3)cc(=O)n2c1
 : -5%[10.9 µM], ?, 3%, -15%
[66] Clc1cccc(Nc2nnc(-c3ccccc3)c3ccccc23)c1
 : -22%, -0.6%, -13%, -17%
[67] O=C(Nc1cnc(N2CCN(c3ccccc3)CC2)c(C(=O)O)c1)c1cccs1
 : 2%[10.9 µM], -1.3%, 2%, -11%
[68] O=C(Nc1ccccc1)c1cccnc1Nc1ccccc1
 : -22%, 6.7%, 1%, -5%
[69] COC(=O)[C@@H]1CC[C@H](C)[C@@H](c2ccc(C)cc2)N1C(=O)c1ccc(/C=N\O[C@@H](C)CN2CCCCc3nc(C)c(C)cc32)cc1
 : ·, ·, 11%[9.22 µM], 9%[9.22 µM]
